Source: PubChem BioAssay (Broad Institute)
LGR2 antag: blocks bursicon-induced cAMP signaling via Drosophila LGR2 | HEK293 LGR2, CRE-luciferase, bursicon-stimulated, 4 h | inhibition, % at 9.99 µM | actives 0.35% (n = 380,000) | AID 720647;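 active = drop in luminescence signal, shown as inhibition above about 50% in the replicate tests, limit read from the data, passing the limit was not always enough; inconclusive = probably only some replicates passing the limit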;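 also: agonist challenge used bursicon conditioned medium at about half maximal strength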
FN deposition inh: fibronectin deposition inhibition; actives 0.086% (n = 350,000); inhibition, % at 12.6 µM; AH1F fibroblasts, Alexa488-fibronectin deposition fluorescence, overnight; AID 743247;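 active = mean inhibition across replicates of 30% or more, regardless of how many single replicates reach that level; inconclusive = mean under 30% yet at least half of replicates reach 30%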;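 also: positive control wells lacked labelled fibronectin entirely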
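Material: AH1F fibroblast monolayer depositing Alexa488-labelled fibronectin into matrix / Amount: 10000 AH1F cells per well / Signal: fluorescence 485/525 nm / Medium: DMEM, 2% serum / Compound: single dose, pinned / Incubation: 1 h cell adhesion before compound, then overnight fibronectin incubation / Reagent: Alexa488-FN, 24 nM final / Read-out: inhibition of fibronectin deposition signal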
Starred values were filed as active, the others as inactive; u = inconclusive; & = joins results of further samples.

no. | compound | LGR2 antag | FN deposition inh
1 | CN(C)c1cccc(NC(=O)C2(C)CC2(Cl)Cl)c1 (centres undefined) | 1 | -1
2 | O=C1CN(C(=O)c2cc([N+](=O)[O-])ccc2Cl)C(c2ccccc2)c2cc(F)ccc2N1 (centres undefined) | 7 | 9
3 | CN(CC(=O)Nc1ccc(Cl)cc1)CC(=O)Nc1ccc(F)c(F)c1F | 3 | -6
4 | CCOC(=O)C(C)(C)N(Cc1ccccc1C)S(=O)(=O)c1ccc(Cl)c([N+](=O)[O-])c1 | 13 | -7
5 | Cc1cc(F)ccc1NC(=O)c1ccc(NS(=O)(=O)c2cc(C(C)(C)C)ccc2C)cc1 | -15 | 11
6 | CCC(=O)Nc1ccc(N2CCN(S(C)(=O)=O)CC2)cc1 | -5 | -2
7 | Cc1ccc(C(=O)/C=C/c2ccc(-c3ccc(C)cc3)o2)cc1 | -5 | -1
8 | C[C@@H]1CN([C@H](C)CO)C(=O)c2cc(NC(=O)NC3CCCCC3)ccc2O[C@@H](C)CCCCO[C@H]1CN(C)C(=O)Nc1ccc(C(F)(F)F)cc1 | -1 | 3
9 | CCOc1ccc2c(c1)c(N=O)c(O)n2C | -9 | -8
10 | CCOC(=O)c1ccc(-n2c(C)ccc2C)cc1 | -4 | -4
11 | CC(Sc1nc(N)c2c3c(sc2n1)CSC(C)(C)C3)C(=O)Nc1ccccc1 (centres undefined) | -9 | 10
12 | O=C(COc1ccc(C(=O)c2ccccc2)cc1)NC1CCCCCC1 | 6 | 1
13 | Cc1ccc(OCC(=O)Nc2cc(S(=O)(=O)N3CCCCC3)ccc2C)c([N+](=O)[O-])n1 | 2 | -5
14 | CC1CC(C)CN(S(=O)(=O)c2ccc(Oc3ccc([N+](=O)[O-])cc3)cc2)C1 (centres undefined) | -2 | -6
15 | CC(=O)c1ccc(OCc2cc(=O)n3ccsc3n2)cc1 | -12 | 20
16 | COc1cc(CN2CC(=O)N(c3ccc(C)c(C)c3)C2=S)cc(OC)c1OC | 5 | 1
17 | O=C(NCc1ccc2c(c1)OCO2)c1ccc(N2CCCCCC2)c([N+](=O)[O-])c1 | -13 | 5
18 | CCOC(=O)c1cccc2c(=O)c(C(=O)c3ccc(Cl)cc3)c(C(=O)OC)[nH]c12 | 7 | -3
19 | CCOc1ccc(N(CC(=O)Nc2cccc(N(C)S(C)(=O)=O)c2)S(=O)(=O)c2ccccc2)cc1 | 3 | 3
20 | C[C@@H]1CN([C@@H](C)CO)C(=O)c2cc(NC(=O)Nc3ccccc3)ccc2O[C@@H](C)CCCCO[C@H]1CN(C)C(=O)Nc1ccccc1 | 18 | -1
21 | C[C@@H]1CN([C@H](C)CO)C(=O)c2cc(NC(=O)c3ccccc3)ccc2O[C@@H](C)CCCCO[C@H]1CN(C)Cc1ccc(Cl)c(Cl)c1 | -3 | 6
22 | O=C(NNS(=O)(=O)c1ccccc1)c1ccc(S(=O)(=O)N2CCCCC2)cc1 | 31 | 2
23 | N#CC(C#N)=C1C=CC=CN1/C(=C\c1ccccc1Cl)C(=O)c1ccccc1 | -4 | 10
24 | CC1=CN2C(=N)/C(=C\c3cn(CCCOc4ccccc4)c4ccccc34)C(=O)N=C2S1 | -6 | 0
25 | Cc1ccc(OCC(=O)N(Cc2ccccc2)C(C)C)c([N+](=O)[O-])n1 | 4 | 1
26 | C=C(C)CNC(=S)N1CCNC(=O)C1CC(=O)OC (centres undefined) | -20 | -4
27 | COc1cccc(OC)c1OCCCOc1ccc(C)cc1Br | -9 | 11
28 | Cc1ccc(NC(=O)CSc2ccc3nnc(CCNC(=O)c4ccccc4)n3n2)c(C)c1 | -12 | -2
29 | Cc1cccc(Nc2nnc(SCC(=O)Nc3ccccc3[N+](=O)[O-])s2)c1C | -10 | 0
30 | COc1ccc(/C=C/C(=O)c2ccc(O)cc2)cc1CN1CCOCC1 | 0 | -1
31 | NS(=O)(=O)c1ccc(CNC(=S)NCc2ccc(Cl)cc2)cc1 | 9 | 0
32 | CCOC(=O)/C(C#N)=C\c1c(OCC)n(CC)c2ccccc12 | 13 | 0
33 | CCOC(=O)c1c(C)[nH]c(C(=O)COC(=O)CNC(=O)c2ccccc2Cl)c1C | -63 | -1
34 | O=c1[nH]c(/C(Cl)=C/c2cccc(C(F)(F)F)c2)nc2cc(Cl)ccc12 | 9 | -4
35 | COc1ccc(/C=N/Nc2ncc(C(F)(F)F)cc2Cl)c(OC)c1OC | -1 | -10
36 | Cc1cccc2c3nc4ccccc4nc3n(CCCN3C(=O)c4ccccc4C3=O)c12 | 27 | 6
37 | Cc1c(C(=O)c2ccc(Cl)c([N+](=O)[O-])c2)c2ccccn2c1CCC#N | -1 | 7
38 | O=C(N/N=C/c1cccc([N+](=O)[O-])c1)c1cnccn1 | -12 | 5
39 | CC(C)CC#Cc1ccc([C@H]2[C@@H](CO)N3CCCCN(C(=O)Nc4ccccc4)C[C@H]23)cc1 | -4 | 2
40 | COc1cc(NC(=O)COC(=O)CNC(=O)c2ccc(Cl)cc2)c(C)cc1[N+](=O)[O-] | 17 | 4
41 | O=C(Cc1cccs1)Nc1cccc(-c2nc3ccccc3[nH]2)c1 | 12 | -1
42 | CCOc1ccc(CN(CCC#N)C(=S)NC(=O)c2ccccc2)cc1 | 9 | 5
43 | COc1ccc(OC)c(NC(=O)c2cccnc2Sc2cc(C)ccc2C)c1 | u | 2
44 | Cc1ccc(NCC(=O)N/N=C\c2cccc(O)c2)cc1 | 10 | -9
45 | CCC(C)NC(=O)c1ccccc1NC(=O)/C(=C/c1ccc(OC)cc1)c1ccccc1 (centres undefined) | -6 | 3
46 | CCN(CC(O)CON=C1c2ccccc2-c2ccccc21)S(=O)(=O)c1ccc(C)cc1 (centres undefined) | 6 | 1
47 | O=C(CCS(=O)(=O)c1ccccc1)Nc1ccc(-c2nc3ccccc3s2)c(O)c1 | -15 | 6
48 | C/C(CCc1ccccc1)=N\NC(=O)CCc1ccccc1 | -11 | -7
49 | CCCCN(CC)C(=O)c1ccccc1Oc1ccccc1 | 4 | -4
50 | O=C(NCc1ccccc1)C1CCC1 | -19 | -1
51 | COc1cccc(NC(=S)N(CCCN2CCOCC2)Cc2cn(C)c3ccccc23)c1 | 2 | 4
52 | Cc1noc(C)c1C(=O)N1CCN(C(=O)c2sc3cc(Cl)ccc3c2Cl)CC1 | 16 | -21
53 | COC(=O)Cc1csc(Nc2ccc(Cl)cc2)n1 | -52 | -2
54 | CCSc1nnc(NC(=O)CSc2nc3c(c(=O)n2-c2ccccc2)SCC3)s1 | -13 | 0
55 | Cc1c(Br)c(C(=O)N2CCc3ccccc32)nn1C | -32 | -12
56 | Cc1ccnc(NC(c2ccncc2)c2c(C)[nH]c3ccccc23)c1 (centres undefined) | 13 | 5
57 | Cc1ccc(C2CC2c2n[nH]c(=S)n2-c2cccc(Cl)c2)cc1 (centres undefined) | 10 | -6
58 | CCC1(c2ccc(F)cc2)NC(=O)N(CC(=O)Nc2ccc(-c3nc4ccc(C)cc4s3)cc2)C1=O (centres undefined) | -30 | -12
59 | CCn1c2ccccc2c2nnc(NN)nc21 | 2 | 4
60 | Cc1ccc(S(=O)(=O)Nc2ccccc2C(=O)OC(C)C(=O)Nc2ccc3ccccc3c2)cc1[N+](=O)[O-] (centres undefined) | 8 | -5

Next compounds.
no. | compound | LGR2 antag | FN deposition inh
61 | O=C(NCc1ccco1)c1cc([N+](=O)[O-])cc([N+](=O)[O-])c1 | -8 | 6
62 | Cc1cccc(-c2nnn3c2nc(NCCc2ccc(S(N)(=O)=O)cc2)c2ccccc23)c1 | -17 | 8
63 | CCc1ccc(C(=O)CN2C(=O)NC(C)(CCc3ccccc3)C2=O)cc1 (centres undefined) | -5 | -7
64 | O=[N+]([O-])c1ccc(COc2cccc(CNc3ccc(Br)cc3)c2)cc1 | -13 | 2
65 | O=C(/C=C/c1c(Cl)cccc1Cl)NCc1ccco1 | -8 | 1
66 | C/C=N/NC(=O)CCCC(=O)N/N=C/C | 5 | 2
67 | CCOC(=O)Cc1csc(NC(=O)CSc2ccc(Br)cc2)n1 | 1 | 6
68 | COC(=O)c1ccc(/C=N/NS(=O)(=O)c2cc(C)ccc2C)cc1 | -5 | -4
69 | CCCn1[nH]cc(SC)c(=O)c1=O | -13 | -7
70 | CCOC(=O)C(C)Sc1nnc(NC(=O)c2ccc(C)c([N+](=O)[O-])c2)s1 (centres undefined) | 0 | -2
71 | COc1cccc(C(=O)/C=C/c2ccc(OCC#N)c(OC)c2)c1 | 21 | 14
72 | CC(=O)/C(=N/Nc1ccccc1Cl)Sc1nnc(C(O)c2ccccc2)n1-c1ccccc1 (centres undefined) | -6 | -3
73 | COc1ccc(/C=C/C(=O)Nc2ccc(N3CCOCC3)cc2)cc1 | 6 | 3
74 | CCn1c(SCC(=O)NC2CCCc3ccccc32)nnc1-c1ccncc1 (centres undefined) | -4 | -3
75 | CC(Oc1cccc(F)c1)C(=O)/C=C\N(C)C (centres undefined) | -1 | 7

An excerpt from above in order of formula weight, lowest first:
no. | compound | LGR2 antag | FN deposition inh
59 | CCn1c2ccccc2c2nnc(NN)nc21 | 2 | 4
65 | O=C(/C=C/c1c(Cl)cccc1Cl)NCc1ccco1 | -8 | 1
68 | COC(=O)c1ccc(/C=N/NS(=O)(=O)c2cc(C)ccc2C)cc1 | -5 | -4
27 | COc1cccc(OC)c1OCCCOc1ccc(C)cc1Br | -9 | 11
11 | CC(Sc1nc(N)c2c3c(sc2n1)CSC(C)(C)C3)C(=O)Nc1ccccc1 (centres undefined) | -9 | 10
58 | CCC1(c2ccc(F)cc2)NC(=O)N(CC(=O)Nc2ccc(-c3nc4ccc(C)cc4s3)cc2)C1=O (centres undefined) | -30 | -12
20 | C[C@@H]1CN([C@@H](C)CO)C(=O)c2cc(NC(=O)Nc3ccccc3)ccc2O[C@@H](C)CCCCO[C@H]1CN(C)C(=O)Nc1ccccc1 | 18 | -1

Further results follow:
no. | compound | LGR2 antag | FN deposition inh
76 | O=C(Cc1ccccc1[N+](=O)[O-])NCc1ccc2c(c1)OCO2 | -13 | 9
77 | CCCCN1C(=O)Nc2ccccc2S1=O (centres undefined) | 11 | -5
78 | COc1cc(Cl)cc(/C=C/c2ccc3ccccc3n2)c1OC(C)=O | -26 | 7
79 | COCCCNCCOCCOc1ccc(Cl)cc1Br | -2 | 1
80 | COC(=O)COc1ccccc1/C=C1/NC(=O)NC1=O | -1 | 5
81 | CCNc1ccc(C(=O)OCC(=O)NCc2ccc(C)cc2)cc1[N+](=O)[O-] | -10 | -7
82 | O=C(NC1CCCCC1)N1C[C@@H]2N[C@H](C1)C2c1ccc(-c2ccc(F)cc2)cc1 (some centres undefined) | -19&7 | -11&12
83 | Cc1nn(-c2ccccc2)c(C)c1/C=N/NC(=O)CSc1nnc(-c2ccccc2)n1-c1ccc(Cl)cc1 | 20 | 6
84 | Cc1cccc(Nc2nc(N)c([N+](=O)[O-])c(N3CCN(C)CC3)n2)c1 | -5 | 17
85 | CCCCc1ccc(NC(=S)Nc2ccc(Nc3ccc(OC)cc3)cc2)cc1 | -10 | -1
86 | CCOC(=O)C1CCCN(CC(O)COc2cccc(C)c2)C1 (centres undefined) | 11 | -1
87 | Cc1cc(/C=C2/NC(=O)N(Cc3ccccc3F)C2=O)c(C)n1-c1ccccn1 | -7 | 3
88 | NC1=NC(=O)S/C1=C\c1ccc(O)cc1 | 6 | -4
89 | COc1ccccc1CN1[C@@H]2CNC[C@H]1C2c1ccc(-c2cccnc2)cc1 (some centres undefined) | -3 | -2
90 | Cc1ccc(Nc2ccc(S(=O)(=O)N3CCOCC3)cc2[N+](=O)[O-])cc1C | 7 | 1

Gathered by group, the entries above containing a CF3 group (three)
no. | compound | LGR2 antag | FN deposition inh
8 | C[C@@H]1CN([C@H](C)CO)C(=O)c2cc(NC(=O)NC3CCCCC3)ccc2O[C@@H](C)CCCCO[C@H]1CN(C)C(=O)Nc1ccc(C(F)(F)F)cc1 | -1 | 3
34 | O=c1[nH]c(/C(Cl)=C/c2cccc(C(F)(F)F)c2)nc2cc(Cl)ccc12 | 9 | -4
35 | COc1ccc(/C=N/Nc2ncc(C(F)(F)F)cc2Cl)c(OC)c1OC | -1 | -10

Going on with the list.
no. | compound | LGR2 antag | FN deposition inh
91 | C=CCn1c(SCC(=O)NC2CCS(=O)(=O)C2)nnc1-c1cc2c(s1)CCC(CC)C2 (centres undefined) | -28 | -9
92 | O=C(CN1C(=O)S/C(=C/c2ccc(N3CCOCC3)cc2)C1=O)N1CCOCC1 | -25 | 21
93 | COc1ccc(CNC(=S)N/N=C/c2ccc(O)c(OC)c2)cc1 | -30 | 1
94 | CCOC(=O)CCc1c(C)c2ccc(OCC(=O)N(CC)CC)c(C)c2oc1=O | -3 | 7
95 | COc1cccc(-n2c(N)c(C#N)c3ccc([N+](=O)[O-])cc3c2=O)c1 | 2 | -3
96 | Cc1ccc(C(=O)NNC(=O)c2cccnc2SCc2cccc([N+](=O)[O-])c2)cc1 | -18 | 0
97 | O=C(NC(=S)Nc1ccc(NC(=O)c2cccs2)cc1)c1cc2ccccc2o1 | -22 | -3
98 | O=C(CCN1C(=O)/C(=C/c2ccccc2)SC1=S)NNC(=O)c1cccnc1 | 12 | -2
99 | CCCNC(=O)Cn1c(=O)cnc2ccccc21 | 9 | 4
100 | N#Cc1ccc(OCC(=O)Nc2cc(S(=O)(=O)N3CCCCC3)ccc2N2CCCCC2)cc1 | 6 | -2
101 | O=C(Nc1ccc([N+](=O)[O-])cc1)C1CC1(c1ccccc1)c1ccccc1 (centres undefined) | 23 | -1
102 | CCc1cccc(NC(=O)c2ccc(Cn3nc(C)cc3C)o2)c1 | -4 | 6
103 | COC(=O)c1nn(-c2ccc(C)cc2)c2nnc(Cc3ccccc3)c(=O)n12 | 15 | 5

This is a subset (hit frequency here may not be typical).
